High-throughput results from PubChem.
EBI2 antag – antagonists of human EBI2 receptor. P32249. EBI2 beta-arrestin recruitment, luminescence, 7a,25-OHC stimulated. inhibition, % at 5 µM. hit rate 0.81% among 360,000; in the data active = inhibition above about 38%;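 also: enzyme fragment complementation signal reports receptor beta-arrestin coupling in cells; 0% = agonist plus DMSO wells and 100% = wells without agonist; some results beyond the cut were filed as inactive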
Target sequence (P32249 whole entry, looked up, the tested form may be a part): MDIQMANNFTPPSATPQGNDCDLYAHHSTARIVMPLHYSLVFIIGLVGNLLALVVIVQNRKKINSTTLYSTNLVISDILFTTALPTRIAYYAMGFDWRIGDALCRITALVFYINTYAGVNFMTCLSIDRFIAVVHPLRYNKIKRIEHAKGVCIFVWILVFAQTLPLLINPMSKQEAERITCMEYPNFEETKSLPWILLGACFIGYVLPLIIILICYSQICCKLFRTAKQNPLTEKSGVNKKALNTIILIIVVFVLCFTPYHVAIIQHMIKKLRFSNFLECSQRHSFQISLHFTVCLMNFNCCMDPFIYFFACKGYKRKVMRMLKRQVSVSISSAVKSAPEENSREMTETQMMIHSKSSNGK
NR3A LBD binder – NR3A (human) ligand-binding domain modulation. NR3A LBD differential scanning fluorimetry, Tm shift; 0% = protein alone, 100% = glycine-bound protein. AID 1259313. hit rate 2.5% among 340,000. Tm shift relative to glycine control, % at 25 µM;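 active = melting temperature shift of at least 10% of the positive control shift, at one fixed dose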
A3G deaminase – APOBEC3G (human) deaminase inhibition. hit rate 0.28% among 330,000. recombinant A3G, ssDNA deamination FAM/TAMRA fluorescence. inhibition, % at 20 µM;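 active = inhibition of at least 40% at 20 µM, with no more than 30% in the related APOBEC3A deaminase screen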;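 also: plate controls were DMSO wells with A3G for no effect and wells lacking A3G enzyme for full effect; some compounds called inactive have numbers as strong as hits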
Target sequence (Q9HC16 whole entry, looked up): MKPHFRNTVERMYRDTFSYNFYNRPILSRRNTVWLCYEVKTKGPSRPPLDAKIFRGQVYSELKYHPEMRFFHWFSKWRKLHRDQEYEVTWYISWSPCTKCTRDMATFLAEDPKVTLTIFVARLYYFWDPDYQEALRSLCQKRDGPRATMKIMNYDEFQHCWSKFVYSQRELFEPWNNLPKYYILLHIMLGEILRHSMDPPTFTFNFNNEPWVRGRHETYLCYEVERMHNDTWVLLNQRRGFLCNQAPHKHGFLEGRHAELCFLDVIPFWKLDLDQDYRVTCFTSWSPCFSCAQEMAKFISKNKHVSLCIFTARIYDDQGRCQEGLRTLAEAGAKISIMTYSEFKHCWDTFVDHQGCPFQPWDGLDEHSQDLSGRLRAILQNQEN
CCR6 antag – CCR6 (human) receptor antagonism; CHO-K1 CCR6 PathHunter beta-arrestin, luminescence, CCL20-stimulated; inhibition, % at 20 µM; hit rate 0.49% among 340,000; AID 493098;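 active = compounds whose inhibition of the agonist-driven luminescence signal at 20 µM reaches about 50%, limit read from the data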;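 also: cells stimulated with CCL20 at 14 nM final; plate controls were DMSO with CCL20 for no effect and DMSO without agonist for full effect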
A3A deaminase – human APOBEC3A DNA deaminase inhibition | P31941 | hit rate 0.41% among 330,000 | inhibition, % at 20 µM | recombinant A3A, FAM/TAMRA ssDNA deamination fluorescence;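 active = at least 40% inhibition at 20 µM here, with at most 30% in a related deaminase screen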;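 also: plate controls were A3A with DMSO for no effect and wells lacking A3A enzyme for full effect; some results filed as inactive read as strong as hits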
Target sequence (P31941 whole entry, looked up): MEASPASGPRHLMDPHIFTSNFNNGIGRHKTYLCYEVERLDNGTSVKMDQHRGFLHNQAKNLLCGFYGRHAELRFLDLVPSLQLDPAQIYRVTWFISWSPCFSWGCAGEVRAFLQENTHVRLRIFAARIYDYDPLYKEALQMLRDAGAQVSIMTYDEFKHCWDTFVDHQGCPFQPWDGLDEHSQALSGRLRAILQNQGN
CXCR6 inh – blocks human CXCR6 beta-arrestin recruitment. CHO-K1 PathHunter CXCR6 beta-arrestin, luminescence. inhibition, % at 20 µM. hit rate 0.36% among 360,000. AID 602244; in the data active = inhibition above about 34%, passing the limit was not always enough;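 also: antagonist mode with CXCL16 agonist at 10 nM final; 0% = 10 nM CXCL16 with DMSO and 100% = unstimulated wells without agonist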
MPTP inh – inhibitors of mitochondrial permeability transition pore. isolated mouse mitochondria, Ca2+ swelling absorbance, 30 min. inhibition, % at 10 µM. hit rate 1.4% among 360,000;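 active = inhibition of 50% or more, scaled per plate between neutral and stimulator controls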;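 also: 0% = DMSO wells given calcium and 100% = 1 mM EGTA wells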
Gli-Sufu antag – blocks Gli-Sufu signaling in a luciferase reporter. Sufu-KO-LIGHT fibroblasts, Gli luciferase reporter luminescence. inhibition, % at 5 µM. hit rate 0.74% among 340,000. AID 588413;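 active = inhibition above about 55%, limit read from the data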;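 also: 0% = DMSO-treated cells and 100% = wells with medium but no cells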
* marks the source's active call; other numbers are inactive results; . = not tested or not shown.

SMILES | EBI2 antag | NR3A LBD binder | A3G deaminase | CCR6 antag | A3A deaminase | CXCR6 inh | MPTP inh | Gli-Sufu antag
CC(C)(C)c1ccc(OCc2ccc(C(=O)N/N=C3\CC4CC=CC34)cc2)cc1 (stereo not given) | 0 | -5 | -9 | 6 | -1 | -9 | 55* | -27
Nn1c(COc2ccccc2F)nnc1SCC(=O)NC1CCCCC1 | 3 | 0 | -7 | 5 | -1 | 7 | -3.0 | -3
O=S(=O)(O)c1cc(O)ccc1O | 4 | -2 | -2 | -3 | -2 | 4 | 2.2 | 3
COc1ccc(C2CCCN2C(=S)Nc2cccc(C)c2)cc1OC (stereo not given) | -2 | -1 | -6 | 11 | -7 | 1 | 1.4 | -23
O=C1CN(C(=O)NCC(=O)N[C@@H](Cc2ccccc2)C(=O)O)c2ccccc2N1 | -3 | -2 | -7 | 5 | -1 | 0 | -1.7 | -9
CCOc1ccc(S(=O)(=O)NC(C)C(=O)NCc2ccccn2)cc1 (stereo not given) | 4 | 2 | -8 | 4 | 0 | 0 | -1.2 | 24
CC(C)c1ccc(N(CC(=O)N2CCOCC2)S(C)(=O)=O)cc1 | -5 | 0 | -1 | 0 | -1 | 2 | 0.2 | 4
Cc1ccc(S(=O)(=O)N2CCCOC2CNC(=O)C(=O)NC2CCCC2)cc1 (stereo not given) | 0 | 2 | -2 | 3 | 0 | -9 | 0.2 | 19
CCN(CCCNC(=O)c1[nH]c(C)c(C(C)=O)c1C)c1ccccc1 | -4 | 2 | 0 | 5 | -1 | -7 | 4.0 | 4
CCCC(=O)Nc1nc(-c2ccc(Cl)s2)cs1 | 9 | -1 | -5 | -4 | 0 | -12 | -1.5 | 24
CC1=C(C(=O)OCC2CCCO2)C(c2cccc(C(F)(F)F)c2)C2=C(CC(c3ccco3)CC2=O)N1 (stereo not given) | 53* | 2 | -5 | 8 | -1 | 7 | 29 | 14
Cc1cc(=O)n2nc(N3CCCC(C(=O)N4CCN(C)CC4)C3)sc2n1 (stereo not given) | -10 | 2 | -5 | -47 | 5 | -2 | -1.0 | -15
CC(C)CCNc1nc(-c2ccco2)c2c(c1C#N)CCCC2 | 14 | 0 | -2 | 21 | 1 | 4 | -0.1 | 3
CCN[C@H]1CN(CCCOC)S(=O)(=O)c2sc(S(N)(=O)=O)cc21 | -3 | -3 | -3 | 1 | -2 | -2 | -0.8 | 4
COc1cc(/C=N/NC(=O)c2ccc(O)cc2)ccc1Oc1ccc([N+](=O)[O-])cn1 | -1 | 3 | -5 | 9 | -4 | -3 | 6.1 | 4
CCN(CC)S(=O)(=O)c1cc(NC(=O)NCCCl)ccc1C | -8 | 0 | -6 | 10 | -2 | 0 | 4.4 | -1
CCC(=O)N1CCN(c2ccccc2NC(=O)c2ccc([N+](=O)[O-])o2)CC1 | -4 | 0 | -13 | 0 | -3 | -2 | -2.4 | -17
CCc1ccc2nc(Nc3ccc(OC)cc3OC)c(C#N)cc2c1 | 7 | -1 | -6 | 4 | -2 | 1 | 4.9 | 27
c1coc(-c2nc3ccccc3s2)c1 | 4 | 0 | . | 5 | . | 10 | -0.2 | -19
CN(CCC#N)C(=O)COC(=O)c1c2c(nc3ccccc13)/C(=C/c1ccco1)CC2 | -1 | -7 | . | 5 | . | -4 | 4.7 | -29
Cc1cc(C(=O)OC(C)C(=O)N2CCc3ccccc32)ccc1[N+](=O)[O-] (stereo not given) | 4 | 1 | -2 | 6 | 3 | -13 | -3.2 | -7
Cc1c(C(=O)NCCSCc2ccccc2Cl)cccc1[N+](=O)[O-] | 16 | -16 | -4 | 15 | 2 | 2 | -0.5 | 7
Cc1ccc2c(CN3CCN(S(=O)(=O)c4ccc(Cl)cc4)CC3)cc(=O)oc2c1C | 34 | 2 | 1 | 20 | 2 | 1 | -1.4 | 33
CC(C)(C)C(=O)CN1C(=O)NC2(CCCc3ccccc32)C1=O (stereo not given) | 2 | 1 | -8 | 7 | -2 | -3 | -0.2 | 7
CC12CCC(C(=O)N(CCCCN3CCN(Cc4ccccc4)CC3)C1=O)C2(C)C (stereo not given) | 2 | 1 | -7 | -2 | -2 | 0 | 9.0 | 5
Next part:
SMILES | EBI2 antag | NR3A LBD binder | A3G deaminase | CCR6 antag | A3A deaminase | CXCR6 inh | MPTP inh | Gli-Sufu antag
Cc1cccc(Cc2cnc(NC(=O)C3=NCCN3)s2)c1 | 0 | -1 | -9 | -1 | 1 | -5 | -0.1 | -10
O=C1c2ccccc2C(Nc2ccc3c(c2)OCCO3)N1c1ccccn1 (stereo not given) | 0 | 0 | 0 | 5 | 2 | 2 | -0.6 | 30
CCOc1ccc2oc(C(=O)Nc3ccc(N4CCOCC4)cc3)c(C)c2c1 | 28 | -32 | -2 | 9 | 0 | -12 | -0.7 | 1
CC1(C)Cc2ccccc2/C(=C/C(=O)N2CCCCCC2)N1 | -7 | 4 | -9 | 34 | -8 | 18 | 2.0 | 10
CC(=O)N1CCn2c3c(c4cc(C)ccc42)CCCC31 (stereo not given) | 5 | -1 | -7 | -2 | -2 | -2 | -0.2 | -1
COc1ccc(NC(=O)C(Cc2ccccc2)n2cccc2)c(OC)c1 (stereo not given) | 2 | 2 | -3 | 11 | 3 | 4 | 0.9 | 8
CCOc1ccc2nc(NC(=O)C3(C)CC3(Br)Br)sc2c1 (stereo not given) | 1 | -5 | -7 | -1 | -1 | -1 | -0.8 | -24
COC(=O)N/N=C/c1cc(N=Nc2ccccc2Cl)ccc1O | 1 | -1 | -1 | 58* | 0 | 32 | 5.5 | -44
CN1C(C(=O)NCc2ccco2)=CC(c2ccc(F)cc2)=NS1(=O)=O | 3 | 7 | -9 | 21 | -7 | -1 | -1.4 | 4
CCC(=O)Nc1ccc(C(=O)N2CCN(C(=O)c3ccco3)CC2)cc1 | -9 | -1 | -10 | 3 | -4 | -7 | 0.5 | 2
COc1ccc(C(CNC(=O)c2cc(C)on2)N(C)C)cc1 (stereo not given) | -1 | 0 | -15 | -4 | 3 | 2 | 0.2 | 8
COc1cccc(CNc2cc(CSc3ccc(Cl)cc3)nc(C)n2)c1 | 49* | -33 | -4 | 11 | 0 | 0 | -0.5 | 6
Cc1ccc(Cl)cc1NC(=O)c1ccccc1OCC(=O)Nc1ccc(Cl)cc1 | 35 | 30* | -6 | -7 | -2 | -6 | 88* | 11
Cc1ccc(SCc2cc(=O)n(C)[nH]2)cc1 | -7 | 0 | -2 | -2 | -1 | -1 | 0.3 | 35
Cc1cccc(C(=O)NC(=S)Nc2cccc3nc(C)ccc23)c1 | 1 | -2 | -7 | 50 | -7 | 15 | -1.5 | 4
CC(C)N(C(=O)[C@H]1C[C@H](CC(=O)NC(C)(C)C)C(=O)N2CCc3c([nH]c4cc(-c5ccco5)ccc34)[C@]12C)C(C)C | 18 | -2 | 0 | 4 | 3 | -13 | -0.8 | 4
O=C(O)CNC(=S)N(Cc1ccccc1Cl)C1CCCCC1 | 4 | 0 | 5 | -6 | 1 | -7 | -2.8 | 0
COc1ccc(C(=O)OCC(=O)NCC2CCCO2)c(F)c1 (stereo not given) | 2 | 0 | -7 | -7 | 0 | 0 | -0.9 | -6
CCn1c(CC(=O)Nc2ccccc2F)nnc1SCC(=O)NC1CCCCC1 | 0 | 1 | -5 | 17 | -2 | 2 | 0.5 | -3
Cc1ccc(NC(=O)COc2ccccc2C#N)cc1S(=O)(=O)N1CCCCCC1 | 0 | -5 | -7 | 10 | 0 | -11 | 1.1 | 7
O=C(Nc1ccc(Cl)c(Cl)c1)C1CCN(C(=O)c2ccco2)CC1 | 0 | -3 | 2 | 8 | -2 | -9 | 1.9 | -5
CC(=O)c1cc(OC(=O)N2CCOCC2)ccc1OC(=O)N1CCOCC1 | 2 | 1 | -3 | 8 | 4 | -6 | 2.8 | 4
CC(=O)c1c(C)[nH]c(C(=O)NCC2CCCCC2)c1C | 5 | -2 | -7 | 15 | -1 | -1 | -1.4 | 42
Cc1cccc(C(=O)OCC(=O)NCCCc2ccccc2)c1O | -14 | -1 | -1 | 9 | 0 | 12 | 0.8 | 0
Cc1cccc(NC(=O)CSCC(=O)Nc2cc(Cl)ccc2N2CCOCC2)c1 | 18 | -3 | -7 | 43 | -1 | -7 | -1.5 | 11
More results:
SMILES | EBI2 antag | NR3A LBD binder | A3G deaminase | CCR6 antag | A3A deaminase | CXCR6 inh | MPTP inh | Gli-Sufu antag
COc1ccc(OC)c(NC(=O)COC(=O)CCC2CCCC2)c1 | -11 | 2 | -8 | 6 | 1 | 12 | -2.8 | 1
CCN(CC)C(=O)CSc1nnc(-c2cnccn2)n1-c1ccccc1 | -7 | 1 | -5 | -4 | -5 | 10 | 0.6 | 3
NS(=O)(=O)c1ccc(NC(=O)CSc2ccccn2)cc1 | -5 | -4 | -1 | -15 | 0 | -1 | 1.1 | -21
CCCC[C@@H]1CNC(=S)N1CCCC | -3 | -1 | -6 | 7 | -4 | -3 | 0.3 | 11
O=C1CNC(=O)N1Cc1ccc(Br)cc1 | . | 0 | -3 | -7 | -2 | . | . | -10
CCCCNS(=O)(=O)c1cc2c3c(c1)CCN3C(=O)CC2 | 0 | 0 | -4 | -4 | -4 | 6 | -1.8 | 2
O=C(c1ccccc1)N1CCN(c2ccc([N+](=O)[O-])c(N3CCOCC3)c2)CC1 | -3 | -1 | -5 | 6 | -1 | 4 | 2.1 | -1
O=C(COC(=O)Cn1cnc2ccccc21)Nc1cccc2c1C(=O)c1ccccc1C2=O | -6 | -6 | 0 | -8 | 3 | -6 | -1.5 | -15
CC1CN(C(=O)C(C)Sc2nc3ccccc3s2)CC(C)O1 (stereo not given) | -4 | 0 | 1 | 2 | 0 | 9 | 6.0 | -7
CC(CCc1ccccc1)NC(=O)[C@@H]1Cc2ccccc2CN1 (stereo not given in full) | 3 | 0 | -6 | 4 | 0 | 8 | 0.0 | 6
COc1cc(OC)cc(C(=O)NNC(=S)Nc2ccc(S(N)(=O)=O)cc2)c1 | -3 | -13 | -8 | 17 | -5 | 16 | -1.8 | -7
O=C(C1=C[C@H](c2coc3ccccc3c2=O)C[C@H](OCc2ccc(CO)cc2)O1)N1CCN(Cc2ccc3c(c2)OCO3)CC1 | 12 | 3 | 1 | 5 | 0 | 17 | 0.3 | 52
Cc1nn(Cc2ccccc2Cl)c(C)c1C(=O)NCc1ccco1 | 2 | -2 | -3 | 9 | 1 | -8 | -3.3 | -22
O=C(O)C1=C[C@H](c2cccs2)C[C@H](OCc2ccc(CO)cc2)O1 | -1 | 1 | -3 | -8 | -1 | -3 | -0.9 | 0
NS(=O)(=O)c1cnccc1Oc1cccc(Cl)c1 | -10 | 4 | 6 | -5 | 19 | 14 | 0.4 | 5
Cc1cc(/C=C2\SC(=Nc3ccc(F)cc3)NC2=O)c(C)n1-c1ccc(S(N)(=O)=O)cc1 | 20 | 7 | -7 | 5 | -6 | 4 | -7.7 | 14
CCc1ccccc1NC(=O)c1cc2sccc2n1C | 9 | -1 | -9 | 4 | 2 | -1 | -0.5 | -14
Cc1ccc(/C=C/c2ccc(=O)n(Cc3ccccc3Cl)n2)cc1 | 6 | -23 | 3 | -18 | 1 | 0 | 2.0 | 14
CC(=O)N(C(C)=O)c1ccc2nc(C)[nH]c(=O)c2c1 | -3 | -5 | -6 | 7 | -3 | 0 | 0.3 | 0
O=C(COC(=O)CNC(=O)c1ccc(Cl)cc1)NC1CCCCCC1 | -5 | 1 | -5 | -4 | -3 | 3 | 2.7 | -3

Profiles, looked up by structure:
Profile of CCOc1ccc2nc(NC(=O)C3(C)CC3(Br)Br)sc2c1 (stereo not given) : EBI2 antag: 1; NR3A LBD binder: -5; A3G deaminase: -7; CCR6 antag: -1; A3A deaminase: -1; CXCR6 inh: -1; MPTP inh: -0.8; Gli-Sufu antag: -24
Profile of Cc1cccc(Cc2cnc(NC(=O)C3=NCCN3)s2)c1 : EBI2 antag: 0; NR3A LBD binder: -1; A3G deaminase: -9; CCR6 antag: -1; A3A deaminase: 1; CXCR6 inh: -5; MPTP inh: -0.1; Gli-Sufu antag: -10

The order is random, and some 5.8% of all compounds hit somewhere here.
